aSyn rescue: inhibitors of alpha-synuclein toxicity in yeast. Potency, µM (series often up to 46.1 µM), without a hit: at the top dose growth rescue (activation), usual class: activators. AID 652106. Yeast expressing alpha-synuclein, growth rescue, BacTiter-Glo, 24 h. 370,000 compounds, 0.14% hits; note: potency is the fitted concentration of half-maximal effect; % of control where 0% means no effect; nearly all actives have a fitted effect of over 65% in size
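Screening used galactose-induced yeast with toxic alpha-synuclein levels, exposed to compound for 24 hr at 30 deg C. Cell growth, read with BacTiter-Glo luminescence, gave the measured signal.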
Abeta rescue: restores growth of yeast expressing A-beta42 peptide; 410,000 compounds, 0.063% hits; Potency, µM (top dose mostly 46.1 µM), without a hit: at the highest dose growth rescue, most hits filed as activators; yeast expressing A-beta42, growth rescue, OD600, 48 h; response scale: 0% DMSO, 100% iron-clioquinol control; note: potency is the fitted concentration of half-maximal effect; nearly all actives have a fitted effect of over 55% in size
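Yeast growth medium received pinned compounds, then yeast cells expressing toxic A-beta were added; plates incubated at 30 C for 48 hr. Growth read as absorbance at 600 nm, normalized to DMSO and equimolar FeCl3 plus clioquinol controls.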
GLP1R inv ag: inverse agonists of human GLP-1 receptor; 410,000 compounds, 1.6% hits; HEK293 GLP-1R CRE-luciferase, luminescence, 24 h; GLP-1R form is constitutively active; P43220; AID 624417; Potency, µM (titrated, usually from 38.3 µM), for the others: top-dose activity change, negative = inhibition, most hits filed as inhibitors; note: potency is the fitted concentration of half-maximal effect; % is set by controls: 0 for no effect and ±100 for the full control effect; nearly all actives have a fitted effect of over 55% in size
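Readout was luciferase luminescence, measured 12 min after detection reagent at room temperature. Beforehand, GLP-1R reporter HEK293 cells had sat 12 h, then received compounds for 24 hr at 37 deg C.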
D3 antag: D3 dopamine receptor (human) antagonism. P35462. D3R cells, DiscoveRx beta-arrestin luminescence, antagonist mode; active compounds read low. max response, negative = inhibition, %. 360,000 compounds, 2.5% hits. AID 652054; in the data active = max response below about -50%; inconclusive = no clear call, values can overlap the other calls; note: % is set by controls: 0 for no effect and ±100 for the full control effect; mostly tested at two doses, the higher about 12 µM
Target sequence (P35462 whole entry, looked up): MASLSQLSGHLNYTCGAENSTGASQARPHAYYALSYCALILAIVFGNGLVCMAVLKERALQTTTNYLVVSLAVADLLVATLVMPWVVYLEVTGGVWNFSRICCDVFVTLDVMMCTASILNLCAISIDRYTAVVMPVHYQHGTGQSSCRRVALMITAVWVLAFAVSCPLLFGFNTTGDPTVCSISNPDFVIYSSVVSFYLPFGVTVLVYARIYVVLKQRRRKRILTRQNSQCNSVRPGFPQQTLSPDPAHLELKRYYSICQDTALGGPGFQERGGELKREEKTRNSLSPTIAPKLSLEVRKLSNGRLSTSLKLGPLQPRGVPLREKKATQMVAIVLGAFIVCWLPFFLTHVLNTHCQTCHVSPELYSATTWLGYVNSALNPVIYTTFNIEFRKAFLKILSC
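Cells expressing the human receptor were seeded at 1500 cells/well, incubated overnight at 37 degrees C in 5% CO2, then exposed to library compounds with dopamine controls for 90 minutes at 37 degrees C before luminescent detection.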
GLP-1R agonist: GLP-1 receptor (human) agonism; AID 624172; P43220; 380,000 compounds, 0.007% hits; Potency, µM (doses to about 45.6 µM), without a hit: at the top dose activation, hits mostly activators; HEK293 GLP-1R CRE-luciferase, luminescence, 4-6 h; cells express a hypersensitive GLP-1R form; note: potency is the fitted concentration of half-maximal effect; % of control where 0% means no effect
Akt phos inh: inhibitors of Akt phosphorylation; Neuro2A IGF-stimulated pAkt S473 HTRF, 20 min; active compounds read low; activity change, % for hits at 50 µM; 360,000 compounds, 0.32% hits; AID 651550; in the data active = activity change below about -80%; inconclusive = mostly about -51% to -80%; note: % is set by controls: 0 for no effect and ±100 for the full control effect
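Neuro2A cells (4,500/well, DMEM with 0.5% FBS) were treated with compound at a single 50 µM final concentration, stimulated with 6 nM IGF for 20 min at 37 °C, and lysed. Phospho-Akt Ser473 was read by HTRF as 665/615 ratio ×10^4.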
PTHR1 ag: agonists of human PTHR1 parathyroid hormone receptor | HEK293 GP2 PTHR1 cells, GloSensor cAMP luminescence, 1 h | Potency, µM (series often up to 115 µM), for the others: at the highest dose activation, actives largely listed as activators | 410,000 compounds, 0.075% hits; note: potency is the fitted concentration of half-maximal effect; nearly all actives have a fitted effect of over 55% in size; some results filed as inactive show a strong effect at the top dose; inactives centre near -15; many of its hits are not listed in these tables
Target sequence (Q03431 whole entry, looked up): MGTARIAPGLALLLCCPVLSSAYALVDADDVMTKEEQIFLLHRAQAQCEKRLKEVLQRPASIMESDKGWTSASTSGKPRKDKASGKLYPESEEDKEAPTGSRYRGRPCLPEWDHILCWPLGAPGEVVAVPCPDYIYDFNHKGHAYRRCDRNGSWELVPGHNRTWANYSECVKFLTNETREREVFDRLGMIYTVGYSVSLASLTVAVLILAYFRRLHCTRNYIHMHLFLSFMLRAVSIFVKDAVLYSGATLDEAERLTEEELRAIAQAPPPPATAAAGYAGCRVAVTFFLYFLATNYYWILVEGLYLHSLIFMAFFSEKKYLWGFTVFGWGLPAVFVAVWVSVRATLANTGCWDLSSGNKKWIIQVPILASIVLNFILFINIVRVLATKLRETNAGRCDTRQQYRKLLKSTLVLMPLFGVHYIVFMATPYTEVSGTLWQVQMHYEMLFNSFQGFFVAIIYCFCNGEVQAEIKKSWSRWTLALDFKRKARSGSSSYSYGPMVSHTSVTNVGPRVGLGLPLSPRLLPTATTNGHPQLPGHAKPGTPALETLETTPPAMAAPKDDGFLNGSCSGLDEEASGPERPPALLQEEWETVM
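HEK-293-derived GP2 cells expressing PTHR1 and a GloSensor cAMP reporter, 3,000/well, plated overnight, given luciferin plus IBMX (each 0.5 mM as added) for 1 h at 37 °C, then compound for 1 h at 37 °C. Luminescence was read after 15 min at room temperature.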
FUS suppressor: rescues growth of FUS-expressing yeast. S. cerevisiae FUS-expressing, growth rescue, OD600, 24 h. Potency, µM (series often up to 76.6 µM), for the others: at the highest dose growth rescue (activation), hits mostly activators. 390,000 compounds, 0.24% hits. AID 1347120;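 note: potency is the fitted concentration of half-maximal effect; plate controls were DMSO vehicle for no effect and reference control for full effect; nearly all actives have a fitted effect of over 55% in size; some results filed as inactive show a strong effect at the top dose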
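FUS-expressing yeast, raffinose-pregrown, induced in 2% galactose minimal medium at OD 0.005; compounds in a dilution series, 24hr at 30C. Growth restoration read as absorbance at 600 nm. CP55940 positive control, DMSO negative.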
TDP-43 yeast inh: TDP-43 toxicity inhibition in yeast. 410,000 compounds, 1.8% hits. TDP-43 expressing yeast growth rescue, BacTiter-Glo, 24 h. AID 652104. Potency, µM (doses to about 46.1 µM), for inactives: top-dose growth rescue (activation), actives largely listed as activators; note: potency is the fitted concentration of half-maximal effect; % of control where 0% means no effect; nearly all actives have a fitted effect of over 50% in size
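Cell-based yeast growth screen: TDP-43 expression induced in galactose, inoculum OD600=0.02 after raffinose pregrowth to mid-log. Read-out BacTiter-Glo luminescence at 24 hr, 30 deg C; inhibition of toxicity seen as signal increase.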
Active calls of the source: *; i = inactive; u = inconclusive; x = no result given; & = joins results of further samples; [ ] = another dose, or the depositor's remark. Unless noted, calls come from the whole dose curve; as a rule, active = well fitted curve in the direction sought with a large enough effect; inconclusive = small, poorly fitted or top-dose-only effect, or another doubt; inactive = no such curve, though single readings can be large; an effect the other way counts as inactive or inconclusive. These rows are one share of the data; rates above refer to the full screens.

Screens in order: aSyn rescue | Abeta rescue | GLP1R inv ag | D3 antag | GLP-1R agonist | Akt phos inh | PTHR1 ag | FUS suppressor | TDP-43 yeast inh
> O=C(CSc1nc2c(cnn2-c2ccc(F)cc2)c(=O)[nH]1)Nc1nccs1
    0% | -6% | 2% | -14 | -6% | i | i | -10% | -5%
> C=C(C)CSc1nnc2n(C)c(=O)c3c4c(sc3n12)CCC4
    -18% | -16% | 44%[activator] | 21 | 5% | i | -12% | 8% | u
> CC(=O)Nc1cc(NC(C)=O)cc(C(=O)NCC2(N3CCOCC3)CCCCC2)c1
    1% | 28% | -6% | 21 | -8% | i | i | -5% | 5%
> O=C(CNC(=O)c1ccco1)N/N=C/c1c[nH]c2ccccc12
    5% | 5% | -28% | -6 | -2% | i | -18% | -29% | 17%
> C=CCn1c(SCC(=O)CC(=O)OCC)nc2cc(C(=O)N3CCC(C(N)=O)CC3)ccc2c1=O
    8% | -13% | 13% | -7 | 2% | i | -6% | 7% | -21%
> O=C(NCCc1nc(-c2ccccc2)no1)c1ccco1
    -5% | 3% | 10% | -21 | 5% | i | -33%[inhibitor] | 0% | 12%
> O=C1CCC[C@@H]2Cc3nc4cc5c(cc4cc3[C@@H]3CCN1[C@H]23)OCO5
    -1% | -16% | 15% | -25 | -4% | i | -35%[inhibitor] | -17% | -4%
> CC(=O)c1c(C)[nH]c(C(=O)OCc2ccccc2F)c1C
    1% | -10% | u | 35 | 9% | i | i | 13% | u
> CC(C)(Cl)C1Cc2cc3ccc(=O)oc3cc2O1 (stereo unspecified)
    -9% | -28% | 39%[activator] | -14 | 5% | i | -18%[57.5 µM] | -18% | 0%
> COC(=O)C1=C(CSc2nncn2C)NC(=O)NC1c1cc(C)ccc1C (stereo unspecified)
    2% | 8% | 16% | 7 | -1% | i | i | u | 10%
> CCOC(=O)CNC(=O)CSc1nnc(NC(=O)c2ccc(C)cc2)s1
    -6% | -1% | u | -1 | -2% | i | -80%[inhibitor] | 11% | -17%
> COc1ccc(C(CNC(=O)C(C)Oc2ccc(Br)cc2)N2CCCCC2)cc1 (stereo unspecified)
    1% | 8% | u | -92* | 11% | i | 24% | -13% | 2%
> COC(=O)c1ccc(C(=O)OC)c(NC(=O)CN(C)Cc2cccc(Cl)c2Cl)c1
    9% | -16% | u | 10 | -14% | i | i | 35% | u
> O=C(Nc1nnc(C2CC2)o1)c1ccc(S(=O)(=O)N2CCc3ccccc3C2)cc1
    18µM* | 11% | -28% | 10 | -9% | i | -12% | 15% | 16µM*
> Cc1ccc(S(=O)(=O)n2nc(OC(=O)c3ccccc3F)cc2N)cc1
    5% | 5% | 1% | -3 | 0% | i | i | -1% | 4%
> O=C(NCc1ccccc1)c1ccc2c(c1)C(=O)N(Cc1cccnc1)C2=O
    0% | -6% | 5% | 2 | -4% | i | -14% | 5% | -17%
> COc1ccc(/C=C/C(=O)OCC(=O)N2c3ccccc3CC2C)cc1OC (stereo unspecified)
    0% | 0% | 0% | -3 | 11% | i | i | -47% | 5%
> CCOc1ccccc1N1CC(C(=O)N2CCN(Cc3ccc(C#N)cc3)CC2)CC1=O (stereo unspecified)
    5% | -4% | -2% | -6 | -2% | i | -73%[inhibitor] | 8% | 5%
> Cc1ccc(C(=O)CSc2nc(N)cc(=O)[nH]2)cc1
    -1% | 5% | 0% | -27 | -8% | i | i | 7% | -23%
> CC(Sc1nc(N)cc(=O)[nH]1)C(=O)NC1CCCCC1 (stereo unspecified)
    -8% | -5% | 15% | -1 | 0% | i | -20%[57.5 µM] | -3% | -16%
> O=C(CCn1c(=O)oc2cc(Cl)ccc21)Nc1ccc(N2CCOCC2)cc1
    4% | -20% | 5% | -8 | 4% | i | -14% | 18% | -18%
> COc1ccc(C(=O)N/N=C(\C)CC(=O)Nc2cccc(C(F)(F)F)c2)cc1
    9% | 2% | u | -16 | 8% | i | i | 10% | 15%
> Cc1ccc(NC(=O)C(=O)NCc2ccncc2)cc1
    -1% | 5% | 11% | 13 | 2% | i | -29% | 1% | 7%
> Cc1cccc(C)c1NC(=O)c1csc(COCCO)n1
    -3% | -14% | 12% | -25 | -5% | i | i | -23% | 21%
> O=C(CSC(=S)N1CCOCC1)Nc1nccs1
    2% | 5% | 9% | 10 | -5% | i | 37% | -25% | 4%
> N#Cc1c(-c2cccs2)nc(SCc2ccc(Cl)cc2)[nH]c1=O
    -7% | -4% | u | 10 | -1% | i | -35%[inhibitor] | 19% | 10%
> CCOC(=O)C1=C(Nc2ccc(OC)cc2)C(N)=NC1=N
    -5% | -3% | u | u | 19% | i | -16% | -8% | 22%
> CCn1c2ccccc2c2nnc(SCc3ccc(C(=O)OC)o3)nc21
    -9% | -14% | 304%[activator] | 5 | u | i | -1% | 5% | 9%
> CCOc1ccc(NC(=S)NCc2ccc3c(c2)OCO3)cc1
    8% | u | u | -4 | 12% | i | i | 20% | u
> CSc1ccc(CN(C)C(=O)CNC(=O)c2ccc3c(c2)OCO3)cc1
    8% | -1% | 11% | 19 | -12% | i | -2% | x | 0%
> CN(C)c1nc2c(N)ncnc2n1C1OC(CO)C(O)C1O (stereo unspecified)
    1% | 10% | 0% | 4 | -4% | i | i | x | 16%
> CCCOP(=O)(OCCC)c1c([N+](=O)[O-])cc(C(F)(F)F)cc1[N+](=O)[O-]
    1% | 12% | u | u | 3% | i | -12%[57.5 µM] | 13% | -4%
> Cc1ccc(-n2cc[nH]c2=S)c(C)c1
    -5% | 3% | 12% | 6 | 0% | i | -4% | -6% | 20%
> CCOC(=O)c1oc2ccccc2c1NC(=O)c1ccc(Cl)s1
    -4% | -3% | 27% | -22 | 0% | i | -21% | -22% | 10%
> N#C/C(=C/c1cn[nH]c1-c1cccc(Br)c1)C(=O)O
    1% | -11% | -5% | 25 | -4% | i | i | -32% | 3%
> O=C(Nc1ccc(F)cc1F)c1ccc2c(=O)n3c(nc2c1)CCC3
    -4% | 2% | u | -11 | -15% | i | -11% | 15% | -6%
> Cc1nnc(SCC(=O)NC2CC2)n1CC1CCCO1 (stereo unspecified)
    1% | 0% | 2% | 1 | -2% | i | 5% | -29% | u
> C#CCn1c(=NC(=O)CSC(C)=O)sc2cc(F)ccc21
    3% | u | 3.5µM* | -2 | 5% | i | i | -28% | 4%
> CC(C(=O)Nc1ccccc1)N(c1cccc(Cl)c1)S(C)(=O)=O (stereo unspecified)
    1% | 5% | u | -12 | 1% | i | i | 17% | -26%
> NC(=O)C1CCN(CC(=O)c2c[nH]c3ccc(F)cc23)CC1
    -1% | 13% | 1% | 9 | 0% | i | -11% | x | -6%

As a short view, part of the list above.
Screens in order: aSyn rescue | Abeta rescue | GLP1R inv ag | D3 antag | GLP-1R agonist | Akt phos inh | PTHR1 ag | FUS suppressor | TDP-43 yeast inh
> O=C(CCn1c(=O)oc2cc(Cl)ccc21)Nc1ccc(N2CCOCC2)cc1
    4% | -20% | 5% | -8 | 4% | i | -14% | 18% | -18%
> COc1ccc(C(=O)N/N=C(\C)CC(=O)Nc2cccc(C(F)(F)F)c2)cc1
    9% | 2% | u | -16 | 8% | i | i | 10% | 15%

Some of the entries so far, with each value named:
Compound: N#C/C(=C/c1cn[nH]c1-c1cccc(Br)c1)C(=O)O
  aSyn rescue: 1%
  Abeta rescue: -11%
  GLP1R inv ag: -5%
  D3 antag: 25
  GLP-1R agonist: -4%
  Akt phos inh: i
  PTHR1 ag: i
  FUS suppressor: -32%
  TDP-43 yeast inh: 3%

Compound: CCOC(=O)C1=C(Nc2ccc(OC)cc2)C(N)=NC1=N
  aSyn rescue: -5%
  Abeta rescue: -3%
  GLP1R inv ag: u
  D3 antag: u
  GLP-1R agonist: 19%
  Akt phos inh: i
  PTHR1 ag: -16%
  FUS suppressor: -8%
  TDP-43 yeast inh: 22%

(listing goes on)
Screens in order: aSyn rescue | Abeta rescue | GLP1R inv ag | D3 antag | GLP-1R agonist | Akt phos inh | PTHR1 ag | FUS suppressor | TDP-43 yeast inh
> COc1ccc(OCCCN(C)Cc2ccccc2)cc1
    5% | -3% | -40% | 0 | -1% | i | 22% | -6% | 3%
> CCOC(=O)c1cnc[nH]c1=O
    -3% | -6% | 14% | -1 | 1% | i | -30% | -6% | -11%
> O=C(Nc1cc(S(=O)(=O)N2CCCCC2)ccc1O)c1ccccc1NS(=O)(=O)c1ccc(F)cc1
    -11%&-27% | 4%&18% | u | -2&-6 | 1%&6% | i | -37%&-30%[inhibitor] | u | -13%&-9%
> CC(=O)Nc1c2c(nn1-c1cccc(Cl)c1)CS(=O)C2 (stereo unspecified)
    1% | 4% | 7% | 0 | -4% | i | -23% | 8% | 23%
> Cc1ccc(-c2nnn(CC(=O)N3CCC(C)CC3)n2)o1
    1% | 14% | 7% | 4 | -4% | i | -23%[57.5 µM] | 4% | 2%
> CC(=O)C1=C(O)C(=O)N(c2ccc(O)cc2)C1c1ccccc1F (stereo unspecified)
    -6% | 6% | -2% | -5 | -5% | i | -4% | 18% | 3%
> Cc1ccc(N2CC3=C(C2=O)C(c2ccccc2)NC(=O)N3C)cc1 (stereo unspecified)
    -13% | 18% | 29% | 0 | -3% | i | i | -25% | 8%
> CC1(C)C2CCC(C2)C1(C)NC(=O)CNCC1CCCCC1 (stereo unspecified)
    3% | 14% | u | 3 | 16% | i | -7% | -3% | -14%
> O=C(CSc1c2c(nc3ccc(Cl)cc13)CCCC2)NCCCN1CCOCC1
    0% | 5% | 8% | -29 | -1% | i | -38%[inhibitor] | -18% | 2%
> COc1cccc(COCCN2CCN(S(=O)(=O)c3ccc(C)cc3)CCC2=O)c1
    -3% | 0% | 0% | -2 | 9% | i | -50%[inhibitor] | 25% | -13%
